miR122 inh: inhibitors of miR-122 in Huh7 cells; Huh7 miR-122 Renilla luciferase sensor, 48 h; neutral wells = 0, positive control = 100; activation (reporter increase), % at 12.5 µM; hit rate 0.3% among 340,000; AID 602342;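 active = mean replicate activation score at least 90 and every replicate individually at or above 90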;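 note: higher luciferase means less miR-122 activity so hits act as miR-122 inhibitors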
FN deposition inh: fibronectin deposition inhibition; AID 743247; AH1F fibroblasts, Alexa488-fibronectin deposition fluorescence, overnight; inhibition, % at 12.6 µM; hit rate 0.086% among 350,000;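 active = mean inhibition across replicates of 30% or more, regardless of how many single replicates reach that level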;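 note: positive control wells lacked labelled fibronectin entirely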
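material = AH1F fibroblast monolayer depositing Alexa488-labelled fibronectin into matrix | amount = 10000 AH1F cells/well | buffer or medium = DMEM plus 2% serum, read in PBS | incubation = 1 h cell adhesion before compound, then overnight fibronectin incubation | detection = fluorescence at 485 nm excitation, 525 nm emission | evaluation = percent inhibition as loss of matrix-bound fibronectin fluorescence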
PglD DTNB: blocks C. jejuni PglD acetyltransferase activity; hit rate 0.098% among 360,000; purified PglD enzyme, DTNB colorimetric CoA detection; inhibition, % at 12.5 µM; AID 602405; in the data active = inhibition above about 16%, passing the limit was not always enough; note: strong numbers were not always called active
F508del corr: CFTR F508del correction in bronchial cells; CFBE cells, YFP halide quenching; stimulated with forskolin plus potentiator P3; % fluorescence drop versus neutral controls; activity (quench increase), % at 7.58 µM; hit rate 0.36% among 350,000; AID 720511;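 active = mean added fluorescence quench of at least 8% versus neutral control, with both replicates also reaching 8%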;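 note: cells transiently co-express mutant CFTR-F508del with the halide-sensitive YFP; corrector assay measuring rescue of mutant channel to the surface after 24 h compound exposure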
Cneo AK release: causes C. neoformans cell lysis; adenylate kinase release luminescence, 4 h; normalised: neutral wells 0, clomiphene wells 100; lysis activity, % at 15 µM; hit rate 0.2% among 360,000;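 active = mean lysis activity across replicates of at least 80%, whatever share of replicates individually reach that level; inactive = mean lysis activity below 80%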
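Material – Cryptococcus neoformans yeast cells · Quantity – 5 × 10^6 yeast cells/mL · Buffer or medium – YPD medium · Compound – single dose · Timing – 4 h static compound exposure, 37 °C, read 1 h post-reagent · Signal – adenylate kinase release luminescence · Read-out basis – lysis from increased AK signal · Benchmarks – Clomiphene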
C2C12 statin: suppressors of simvastatin-induced myotoxicity in C2C12 myotubes; ATP luminescence, 48 h; scaled: DMSO 0, geranylgeraniol control 100; rescue of ATP level, % at 7.49 µM; hit rate 0.78% among 330,000; AID 602340;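 active = mean ATP rescue above about 67%, or every replicate alone reaching that limit, limit read from the data, passing the limit was not always enough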;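 note: myotubes were challenged with 10 µM simvastatin during compound exposure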
PGC1a acetyl inh: modulators of PGC1a acetylation; AID 651687; inhibition, % at 15.6 µM; U2OS PGC1a acetylation, AlphaScreen anti-acetyl-lysine; with virally co-expressed GCN5 acetyltransferase; hit rate 0.17% among 350,000;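 active = every replicate shows inhibition of at least 40%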;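 note: 0% = neutral control wells and 100% = positive control wells; some results beyond the cut were filed as inactive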
INS-1E GSIS act: GLuc luminescence reporter in INS-1E cells, primary screen for activators of glucose-dependent secretion of insulin | activation, % at 16.6 µM | hit rate 0.61% among 370,000 | INS-1E GLuc reporter insulin secretion, 2-3 h;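 active = lowest replicate activation of at least 40%, so every replicate reaches that level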;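 note: 0% = median of neutral control wells and 100% = median of IBMX positive control wells; some compounds called inactive have numbers as strong as hits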
* hit, by the source's call; . = not tested or not shown; & = joins results of further samples; [ ] = remark or other dose.

Each structure is followed by: miR122 inh	FN deposition inh	PglD DTNB	F508del corr	Cneo AK release	C2C12 statin	PGC1a acetyl inh	INS-1E GSIS act
> Cc1noc(C)c1NC(=O)NCC[C@H]1CC[C@H](NC(=O)c2ccccc2)[C@@H](CO)O1
  .	.	-1	-3.6	-4	-3	6	4
> Cc1cc(C)cc(NC(=O)CC2NCCNC2=O)c1 (stereo unspecified)
  -3	-2	4	.	-2	-13	4	9
> C=CCNC(=O)COc1c(C)ccc(C)c1C
  0	0	2	0.0	-3	3	-2	11
> Cc1ccc2[nH]c(=O)c3cc(C(=O)NCCC(C)C)sc3c2c1
  -20	-5	0	-2.5	1	-56	-9	8
> C[C@H](CO)N1C[C@H](C)[C@H](CN(C)S(=O)(=O)c2ccc(-c3ccccc3)cc2)OCc2cn(nn2)CCCC1=O
  9[16.7 µM]	-2	-1	1.2	-1	2	-7	-8
> CCN1CCc2nc(SCC(=O)Nc3ccc(OC)cc3)c(C#N)cc2C1
  -8	5	4	.	-1	-9	11	.
> O=C(Nc1cc(C(F)(F)F)ccc1N1CCOCC1)C1=COCCO1
  .	-4	0	3.9	-1	-7	.	11
> CCCC(=O)N1CCC1(C)C(=O)Nc1ccc2nc(C)ccc2c1 (stereo unspecified)
  -5	4	-4	0.7	1	2	0	.
> O=C(C[C@@H]1C=C[C@@H](NS(=O)(=O)c2ccc(F)cc2)[C@@H](CO)O1)NC1CCCCC1
  .	.	-4	3.6	-9	-3	12	13
> CCc1nnc(NC(=O)CSc2ccc(-c3nc4ccccc4[nH]3)cn2)s1
  .	.	3	.	10	-27	5	.
> Cc1cc(N2CCCCC2)nc(NCc2ccccc2)n1
  3	-3	5	.	-1	.	-3	.
> COc1ccc(C2CC(c3ccccc3)Nc3nc(NC(=O)c4cccs4)nn32)cc1 (stereo unspecified)
  -3	.	2	.	4	2	-11	.
> COc1ccc(NC(=O)CCSCCc2ccccn2)cc1OC
  12	2	1	1.4	0	3	3	5
> Cc1cc(C(=O)NCc2cc(C(=O)O)oc2C)c(C)o1
  5	0	-2	.	-2	-1	4	15
> Cc1cc(C)c2c3c(sc2n1)C(c1ccccc1)C(C#N)=C(N)O3 (stereo unspecified)
  10	.	.	-0.6	.	.	11	8
> O=C(COc1ccc(C(=O)c2ccc(F)cc2)cc1)NCc1ccc(F)cc1
  76	.	5	.	1	.	.	-11
> Cn1c(=O)[nH]c(=O)c2c1nc(NCCCO)n2CCCc1ccccc1
  .	.	-1	0.7	1	9	4	20
> CCOC(=O)c1ccc2nc(C(F)(F)F)[nH]c(=O)c2c1
  -3	.	5	.	2	1	9	8
> O=C(CCc1nc2ccccc2c(=O)[nH]1)NCCN1C(=O)S/C(=C\c2ccc(Cl)cc2Cl)C1=O
  -2	10	5	-1.3	.	-22	-10	2
> C[C@@H]1CN([C@H](C)CO)C(=O)c2cc(C#Cc3ccncc3)cnc2O[C@@H]1CN(C)C(=O)CN(C)C
  5[16.7 µM]	1	1	-1.4	-7	10	0	8
> Cn1c(-c2ccccc2)cnc1NCc1cccc([N+](=O)[O-])c1
  1	-10	4	-2.3	-3	-4	10	-17
> CC(=O)N1[C@H](C(=O)NCc2ccccc2F)[C@@H](CO)[C@@H]2Cn3c(cccc3=O)[C@@H]21
  .	.	2	.	-3	5	.	5
> CC(C)NC(=O)N(C)C[C@@H]1Oc2ccc(NC(=O)Cc3ccccc3)cc2CC(=O)N([C@@H](C)CO)C[C@H]1C
  0[16.7 µM]	8	-2	-0.1	51	-4	0	-1
> COC(=O)CNC(=O)c1c(-c2ccccc2Cl)noc1C
  -10	.	-8	.	-1	-3	-9	-4
> COCCCNC(=S)NC1CCCCC1
  3	-27	2	.	5	.	-5	-6
> CC(c1ccccc1F)n1cc(C(=O)NCCc2ccco2)nn1 (stereo unspecified)
  0	0	-1	.	-2	-5	5	.
> Cc1ccc(C(=O)Cn2cnc3ccccc3c2=O)cc1C
  -1	.	.	.	.	9	2	7
> COc1ccc([C@@H]2C[C@H]3[C@@H](CN2S(=O)(=O)c2ccccc2)C(=O)C[C@@H](c2ccccc2)N3S(=O)(=O)c2ccc(C)cc2)cc1
  -4	-2	-1	-1.1	6	-9	8	11
> O=C(O)c1c(Cl)cccc1Nc1ccccc1
  1	6	1	-0.7	6	6	5	.
> CCCS(=O)(=O)N1CCCC(C(=O)NCc2ccc3c(c2)OCO3)C1 (stereo unspecified)
  2	.	0	.	0	.	10	.

Single records, as listed above. Order of values: miR122 inh, FN deposition inh, PglD DTNB, F508del corr, Cneo AK release, C2C12 statin, PGC1a acetyl inh, INS-1E GSIS act
Listed for Cn1c(=O)[nH]c(=O)c2c1nc(NCCCO)n2CCCc1ccccc1 → ., ., -1, 0.7, 1, 9, 4, 20
Listed for O=C(O)c1c(Cl)cccc1Nc1ccccc1 → 1, 6, 1, -0.7, 6, 6, 5, .

The results go on:
Each structure is followed by: miR122 inh	FN deposition inh	PglD DTNB	F508del corr	Cneo AK release	C2C12 statin	PGC1a acetyl inh	INS-1E GSIS act
> CSc1ccc(/C=C/C(=O)OCC(=O)N2CCc3ccccc32)cc1
  9	6	6	1.2	2	6	-11	31
> CCCN1[C@@H]2c3ccc(-c4cccc(OC)c4)c(=O)n3C[C@H]1[C@H](CO)[C@H]2C(=O)NCC
  .	.	4	.	-1	-10	.	12
> Cc1cc(N2C(=O)C(=O)/C(=C(/O)c3ccc(F)cc3)C2c2cccc(Br)c2)no1 (stereo unspecified)
  -3	3	5	.	1	2	-7	.
> O=C1OCCN1C(=O)[C@H]1[C@H](c2ccc(F)cc2)C(c2cccc(Cl)c2)=NN1c1ccc(Br)cc1
  .	.	-4	2.3	-3	16	.	13
> O=c1cc(-c2ccc(O)c(O)c2)oc2c1ccc1ccccc12
  .	-9	1	-0.1	-1	7	2	.
> CC(=O)c1ccccc1NC(=O)c1ccc(OCc2c(C)noc2C)cc1
  -7	.	2	1.4	1	-19	4	.
> Cc1[nH]c2ccccc2c1C(=O)C(=O)N1CCN(c2ccccc2Cl)CC1
  -9	8	0	-4.0	-1	41	-3	-30
> Cc1cccc(/C=C2\Sc3ccc(C(=O)N4CCOCC4)cc3N(C)C2=O)c1
  15	7	1	1.9	-1	-16	33	-18
> Cc1ccc(-n2nc(-c3ccc(N)cc3)cc2N)cc1
  2	.	-2	-3.0	-1	-3	7	.
> O=C(Nc1ccc(NC(=O)C2CC2)cc1)c1ccco1
  -2	-3	.	0.2	.	-5	-3	-5
> OCCNc1nc2ccccc2n1CCN1CCCCC1
  0	.	-5	.	0	-22	7	9
> N#C[C@H]1[C@H](c2ccc(-c3cccnc3)cc2)[C@H](CO)N1C(=O)C1CCC1
  .	1	2	-1.5	0	-10	-10	1
> O=C(COc1cccc(NC(=O)c2cccc([N+](=O)[O-])c2)c1)c1ccc(Br)cc1
  -9	.	1	.	-6	13	-7	.
> C[C@@H]1CCCCO[C@@H](CN(C)C(=O)Nc2cccc3ccccc23)[C@H](C)CN([C@H](C)CO)C(=O)c2cc(NS(=O)(=O)c3ccccc3)ccc2O1
  -9[16.7 µM]	-5	1	1.1	-2	.	-29	33
> Cc1c(CN(C)Cc2cn(C)nc2-c2ccccc2F)[nH]c2ccccc12
  10	-1	2	-1.7	2	0	6	-30
> COc1ccc(NC(=O)C[C@H]2C(=O)N(c3ccc(OC)cc3)C[C@@H]2CSC)cc1
  -1	3	-5	-1.9	0	2	.	-27
> Cn1cccc1/C=C1\Cc2ccccc2C1=O
  -7	11	-11	-0.6	-2	9	2	.
> Cc1oc(-c2ccccc2F)nc1CS(=O)(=O)CC(=O)NCc1ccco1
  .	2	-1	-2.2	0	-12	.	.
> O=C(O)Cc1sc(Nc2cccc3ccccc23)nc1-c1ccccc1
  .	5	0	-4.1	1	-24	.	1
> CCCN(CC(=O)Nc1ccccc1OC)C(=O)c1ccc(=O)[nH]c1
  -4	6	7	0.3	5	-2	-14	6
> CCC(=O)NC[C@@H]1[C@@H](c2ccc(-c3ccccc3)cc2)[C@@H](CO)N1C(=O)C1CC1
  0[16.7 µM]	.	-1	1.6	0	4	7	14
> Cc1c(O)cccc1C(=O)N[C@@H](CSc1ccccc1)[C@H](O)CN1C[C@H]2CCCC[C@H]2C[C@H]1C(=O)NC(C)(C)C
  -4&-6	4&3	3&4	0.0&1.7	-1&0	11&1	-1&-4	-23
> O=C(NCc1cc(C(F)(F)F)ccc1F)C1CCC(=O)N(C2CC2)C1 (stereo unspecified)
  .	-5	-1	2.1	1	-1	.	9
> CC(/C=N/NC(=O)c1nnn(-c2nonc2N)c1CN(C)C)=C\c1ccco1
  -6	-3	-10	-0.5	4	.	3	.
> CO[C@H]1CC[C@H]2CCN(C)C(=O)CC3(CCCCC3)CN(C)C(=O)c3cccc(C#N)c3OC[C@H]1O2
  .	-2	-1	.	5	-8	.	9
> CNC[C@H]1Oc2c(NC(=O)Nc3ccc(F)cc3)cccc2C(=O)N([C@@H](C)CO)C[C@H]1C
  5[16.7 µM]	.	1	-1.7	52	-9	-4	12
> COc1ccc(N(C(=O)c2snc(C(N)=O)c2N)C(C(=O)NCC2CCCO2)c2ccc3ncccc3c2)cc1OC (stereo unspecified)
  0	-2	-4	1.0	2	6	-6	-5
> O=C(CSc1nnc2ccccn12)NNC(=O)c1cccc([N+](=O)[O-])c1
  1	15	0	-1.3	0	-6	1	1
> COC(=O)C[C@H]1CC[C@H]2[C@@H](COc3ccc(NC(=O)c4cccc(OC)c4)cc3C(=O)N2C)O1
  -4[16.7 µM]	-11	1	2.1	-15	-6	-1	-9
> COC(=O)CCC(=O)N(CCN(C(=O)CCC(=O)OC)c1ccccc1)c1ccccc1
  -8	-3	.	0.3	.	.	6	6
> O=C(NCC[C@@H]1CC[C@@H](NS(=O)(=O)c2cccc(Cl)c2)[C@@H](CO)O1)c1cnccn1
  .	-9	1	-1.1	0	13	3	-1
> O=C(CCN=C1NS(=O)(=O)c2ccccc21)OCC(=O)c1ccc(F)cc1
  -4	4	1	-1.1	0	13	0	2
> O=C(NNC(=O)c1cc(-c2ccc(Cl)cc2)nc2ccccc12)c1csc(N2CCOCC2)n1
  .	-10	.	1.6	.	-25	.	12
> COc1ccc(/C=C2\SC(=S)N(CC(=O)N(C)C3CCS(=O)(=O)C3)C2=O)cc1 (stereo unspecified)
  5	-4	-10	0.1	0	-2	.	12
> CCCN(CC(=O)Nc1ccc(F)c(F)c1F)C(=O)Cc1ccc(S(=O)(=O)N2CCOCC2)s1
  .	-6	1	2.7	1	26	.	-10
> Cc1ccnc(SCCn2c(N3CCN(Cc4ccccc4)CC3)nc3c2c(=O)[nH]c(=O)n3C)n1
  -6	7	-1	0.7	0	-10	2	6
> COc1ccccc1NC(=O)CN1CCC(c2nc3ccc(C)cc3[nH]2)CC1
  7	0	4	-1.5	-2	-11	.	-2
> CCCCc1c(C)nc(N2CCCC2)[nH]c1=O
  .	-9	.	0.0	.	.	-7	-12
> O=C1CN(C(=O)COC(=O)CCNS(=O)(=O)c2ccc(Cl)cc2)c2ccccc2N1
  5	0	2	-0.5	-1	.	-3	-4
> CCC(=O)c1ccc(OCC(O)CNCCc2ccc(Cl)cc2)cc1 (stereo unspecified)
  -1	4	6	0.5	-3	-1	-9	-17
> CC(=O)Nc1ccc(NC(=O)COc2cc(O)c3c(c2)OC(C)(C)CC3=O)cc1
  -12	.	-4	1.9	-9	-8	11	-6

Source: PubChem
